# D2 ag = HTS Assay for Allosteric Agonists of the Human D2 Dopamine Receptor: Primary Screen for Agonists | activation, % at 2 µM | HEK293 T-REx D2 cells, calcium flux agonist mode | AID 485358, 2010 | 340,000 tested, 0.53% active | D(2) dopamine receptor (Homo sapiens), P14416;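 active = activation over 3 SD above normal in the single-dose calcium agonist read, cut at about 30% in these data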; also: 0% is about no effect
#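 Agonism is scored from calcium flux in a force-coupled, inducible HEK293 cell line expressing D2, read kinetically for 180 s after compound addition against dopamine controls.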
# IDH1 R132H inh = qHTS for Inhibitors of mutant isocitrate dehydrogenase 1 (IDH1): qHTS; Isocitrate dehydrogenase [NADP] cytoplasmic (Homo sapiens), O75874; IDH1-R132H enzyme, NADPH consumption, diaphorase/resazurin fluorescence; Potency, µM (titrated, usually from 76.6 µM), inactives show at the top dose activity change, negative = inhibition, usual class: inhibitors; 390,000 tested, 0.093% active; AID 602179, 2012; also: potency is read from the fitted curve at half-maximal effect; % is scaled to controls: 0 for no effect and ±100 for the full control effect; nearly all actives have a fitted effect of over 65% in size
#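 IDH1-R132H (0.5 ug/mL) preincubated 30 min with compound, then NADPH (0.016 mM) and alpha-KG (2 mM) added; 80 min at RT, pH 7.5. Remaining NADPH coupled via diaphorase/resazurin to fluorescence (540/590 nm); concentration-response curves normalized to no-enzyme control.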
# Pin1 inh = qHTS Assay to Find Inhibitors of Pin1. Peptidyl-prolyl cis-trans isomerase NIMA-interacting 1 (Homo sapiens), Q13526. Pin1 FP peptide displacement, HiFluor488, 10 min. Potency, µM (highest dose often 115 µM), inactives show at the top dose activity, negative = inhibition, actives largely listed as inhibitors. 390,000 tested, 0.009% active. AID 504891, 2011; active = well fitted inhibition curve with a large enough effect in the polarisation, with a control signal flat, not every such curve was filed as active; inconclusive = small, poorly fitted or top-dose-only effect, or effect the other way, or a change in a side signal; inactive = no such curve, though single readings can be large or run the other way; the % refers to the polarisation; also: potency is read from the fitted curve at half-maximal effect; % is scaled to controls: 0 for no effect and ±100 for the full control effect
# Target sequence (Q13526 whole entry, looked up): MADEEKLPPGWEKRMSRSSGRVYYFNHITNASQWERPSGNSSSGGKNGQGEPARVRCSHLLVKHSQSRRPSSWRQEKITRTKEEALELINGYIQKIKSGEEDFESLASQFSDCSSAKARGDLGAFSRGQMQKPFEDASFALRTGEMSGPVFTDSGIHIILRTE
# TrxR1 inh = qHTS Assay for Inhibitors of Mammalian Selenoprotein Thioredoxin Reductase 1 (TrxR1): qHTS; recombinant rTrxR1, NADPH fluorescence consumption, selenite substrate; 390,000 tested, 1% active; AID 588453, 2011; Potency, µM (series often up to 114 µM), without a hit: top-dose activity change, negative = inhibition, most hits filed as inhibitors; Thioredoxin reductase 1, cytoplasmic (Rattus norvegicus), O89049; also: potency is read from the fitted curve at half-maximal effect; % is scaled to controls: 0 for no effect and ±100 for the full control effect; nearly all actives have a fitted effect of over 65% in size
# Target sequence (O89049 whole entry, looked up): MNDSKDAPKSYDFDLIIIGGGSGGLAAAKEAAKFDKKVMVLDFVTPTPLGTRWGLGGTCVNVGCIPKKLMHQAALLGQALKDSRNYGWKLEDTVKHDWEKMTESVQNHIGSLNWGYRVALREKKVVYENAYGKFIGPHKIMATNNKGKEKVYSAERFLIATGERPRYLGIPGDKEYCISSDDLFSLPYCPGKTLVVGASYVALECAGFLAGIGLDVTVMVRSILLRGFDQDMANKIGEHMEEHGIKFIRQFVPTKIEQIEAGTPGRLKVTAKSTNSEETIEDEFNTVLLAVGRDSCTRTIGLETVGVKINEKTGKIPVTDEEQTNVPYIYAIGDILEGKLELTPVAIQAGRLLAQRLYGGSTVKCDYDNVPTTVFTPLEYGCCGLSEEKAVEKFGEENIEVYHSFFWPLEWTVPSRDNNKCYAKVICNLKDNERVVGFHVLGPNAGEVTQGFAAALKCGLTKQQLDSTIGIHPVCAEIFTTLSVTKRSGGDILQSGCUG
#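 Rat TrxR1 (90 nM in the dispensed reagent) was pre-reduced with 400 uM NADPH for 5 min at room temperature, then incubated with compound for 15 min. After 400 uM selenite was added, NADPH fluorescence (Ex 340/Em 450 nm) was followed for 8 min.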
# D2 antag = HTS Assay for Allosteric Antagonists of the Human D2 Dopamine Receptor: Primary Screen for Antagonists; D(2) dopamine receptor (Homo sapiens), P14416; HEK293 TREx D2 cells, calcium flux, dopamine EC80; inhibition, % at 10 µM; 340,000 tested, 2% active; in the data active = inhibition above about 30%; also: 0% is about no effect
#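 Compounds are added to dye-loaded, induced HEK293 T-REx cells coupled to calcium release via D2; after a 3 min kinetic read an EC80 dopamine stimulus is given and fluorescence is recorded for 3 more min.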
# USP1 inh = Inhibitors of USP1/UAF1: Primary Screen; Ubiquitin carboxyl-terminal hydrolase 1 (Homo sapiens), O94782; recombinant USP1/UAF1, Ub-Rhodamine cleavage fluorescence; Potency, µM (top dose mostly 57.1 µM), for inactives: top-dose activity change, negative = inhibition, actives largely listed as inhibitors; 390,000 tested, 0.23% active; AID 743255, 2014; also: potency is read from the fitted curve at half-maximal effect; % is scaled to controls: 0 for no effect and ±100 for the full control effect; nearly all actives have a fitted effect of over 60% in size; inactives centre near -12
#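 High-throughput fluorogenic screen: 1nM USP1/UAF1 complex, Ub-Rho substrate 150nM final, 50mM HEPES pH 7.8 with 0.5mM EDTA, 0.1 mg/ml BSA, 1mM TCEP and 0.01% Tween-20.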
# TRHR enhancer = qHTS for Small Molecule Agonists and Allosteric Enhancers of Human TRH Receptor: Primary Screen for Enhancers | Thyrotropin-releasing hormone receptor (Homo sapiens), P34981 | TRHR cells, fluo-8 calcium fluorescence, EC20 TRH enhancement | enhancement, % at 2 µM | 360,000 tested, 0.66% active | AID 493056, 2011; in the data active = enhancement above about 30%; also: 0% is about no effect
# Target sequence (P34981 whole entry, looked up): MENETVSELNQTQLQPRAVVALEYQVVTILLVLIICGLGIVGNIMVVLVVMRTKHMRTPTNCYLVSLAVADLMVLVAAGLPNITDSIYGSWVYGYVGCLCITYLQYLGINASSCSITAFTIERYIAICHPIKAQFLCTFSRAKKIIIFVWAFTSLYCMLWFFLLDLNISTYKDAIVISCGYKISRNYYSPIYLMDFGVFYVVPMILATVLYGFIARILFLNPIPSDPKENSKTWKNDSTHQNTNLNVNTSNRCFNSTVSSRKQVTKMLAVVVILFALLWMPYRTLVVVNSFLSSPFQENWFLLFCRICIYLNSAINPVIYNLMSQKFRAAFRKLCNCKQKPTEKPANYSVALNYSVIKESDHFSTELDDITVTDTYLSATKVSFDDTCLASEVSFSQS
#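 Enhancer read-out: after compound pinning and an initial kinetic agonist-mode read, an EC20 of TRH (10 nM final) was injected and fluo-8 calcium signal (Ex 480/Em 530) followed at 1 s/cycle for 100 cycles in TRHR-expressing cells.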
# TRHR agonist = qHTS for Small Molecule Agonists and Allosteric Enhancers of Human TRH Receptor: Primary Screen for Agonists; Thyrotropin-releasing hormone receptor (Homo sapiens), P34981; TRHR cells, calcium flux fluo-8, FDSS agonist mode; activation, % at 2 µM; 360,000 tested, 0.18% active; in the data active = activation above about 30%; also: 0% is about no effect
#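 In this calcium-flux screen, cells bearing human TRHR are dye-loaded with fluo-8, baselined for 10 cycles, then exposed to library compounds; positive kinetic calcium responses during the agonist phase mark hits, with TRH as control.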
# TrxR1 substrate = qHTS Assay for Substrates of Mammalian Selenoprotein Thioredoxin Reductase 1 (TrxR1): qHTS; Thioredoxin reductase 1, cytoplasmic (Rattus norvegicus), O89049; purified TrxR1 substrate turnover, NADPH consumption readout; Potency, µM (titrated, usually from 114 µM), for the others: top-dose activity change, negative = substrate turnover; 390,000 tested, 0.01% active; AID 588456, 2011; also: potency is read from the fitted curve at half-maximal effect; % is scaled to controls: 0 for no effect and ±100 for the full control effect; nearly all actives have a fitted effect of over 50% in size
#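 Rat TrxR1, dispensed at 90 nM, was prereduced with 400 uM NADPH (final) for 5 min at ~22 deg C, then incubated with compound 15 min before 400 uM selenite. A first-read NADPH fluorescence drop versus no-compound background flagged substrates.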
# Numbers without * were called inactive; ? = inconclusive; nt = not tested or not shown; & = joins results of further samples; [ ] = dose if it differs, or a comment. Unless noted, calls follow the shape of the dose curve; as a rule, active = well fitted inhibition curve with a large enough effect; inconclusive = small, poorly fitted or top-dose-only effect; inactive = no such curve, though single readings can be large or run the other way.
no. | canonical_smiles | D2 ag | IDH1 R132H inh | Pin1 inh | TrxR1 inh | D2 antag
1 | CCOC(=O)N1CCN(C(=S)Nc2ccc(C)cc2C)CC1 | -1.0 | 4% | -4% | 11%[57.1 µM] | 3
2 | CCN(CCO)C(=S)Nc1cc(C(=O)OC)ccc1C(=O)OC | -0.7 | 12% | -1% | 1% | 3
3 | NC(=O)c1cc(S(=O)(=O)N2CCc3ccccc3C2)cs1 | 0.6 | 6% | -5% | 13% | -12
4 | Cc1cccc(C(=O)NCCN2CCOCC2)c1[N+](=O)[O-] | -0.5 | -1% | -5% | -2% | 11
5 | CCCN(CCC)C(=O)Cn1c(=O)n(-c2cccc(C(F)(F)F)c2)c(=O)c2c(C)c(C)sc21 | -1.1 | nt | 2% | 12% | nt
6 | Cc1ccc(S(=O)(=O)N2CCN(C(=O)CN3C(=O)NC(C)(c4ccc(Cl)cc4)C3=O)CC2)c(C)c1 (stereo unspecified) | nt | -3% | 8% | 25% | nt
7 | CCc1ccccc1NC(=O)Cc1ccc(-n2c(C)nc3cccnc32)cc1 | -0.4 | 8% | 15% | 1% | nt
8 | O=C(COc1cccc2cccnc12)N1CCc2ccccc21 | -1.0 | -3% | -3% | 8%[57.1 µM] | 9
9 | CCOc1cc(C2C(C(=O)OC)=C(C)NC3=C2C(=O)c2ccccc23)c(Br)cc1OC (stereo unspecified) | -1.5 | -4% | 5% | 11% | nt
10 | CC(C)C(=O)NCC(c1ccc2c(c1)OCO2)N1CCN(c2ccccc2F)CC1 (stereo unspecified) | 2.8 | -16% | ? | 19%[57.1 µM] | nt
11 | O=C(O)c1ccc(CN2CCOCC2)o1 | 0.7 | -1% | -4% | 2%[57.1 µM] | 1
12 | Cn1c(SCC(=O)N2CCOCC2)nnc1-c1cccc(NC(=O)c2ccccc2F)c1 | 0.6 | 10% | -7%&-7% | 17%&3% | -27
13 | C=CCn1cccc(C(=O)Nc2ccc(C)c(C)c2)c1=O | 0.8 | -7% | -7% | 2% | 22
14 | CN(C)Cc1ccc(F)cc1Sc1ccc(Cl)cc1Cl | nt | 15% | 4% | -1% | nt
15 | CCOc1cc(/C=C2/C(=N)N3N=C(C)SC3=NC2=O)ccc1OS(=O)(=O)c1ccc(C)cc1 | -0.3 | 0% | -1% | 12% | 27

no. | USP1 inh | TRHR enhancer | TRHR agonist | TrxR1 substrate
1 | 3% | 0 | 0.1 | 5%[57.1 µM]
2 | -14% | 7 | -0.1 | 18%
3 | -22% | -1 | -0.6 | 2%
4 | -17% | 6 | -0.4 | 0%
5 | ? | -15 | -1.1 | -5%
6 | -13% | nt | nt | -5%
7 | -4% | 2 | -0.5 | 1%
8 | -8% | 3 | -0.9 | -5%
9 | -2% | -2 | -0.4 | 5%
10 | -2% | -1 | 0.4 | 3%[57.1 µM]
11 | -20% | 8 | 0.5 | 0%[57.1 µM]
12 | 7% | 3 | -0.4 | 1%&1%
13 | -16% | -2 | 0.7 | -11%
14 | -1% | 4 | -0.3 | -4%
15 | -27% | -11 | -1.1 | 5%

# (list continues)
no. | canonical_smiles | D2 ag | IDH1 R132H inh | Pin1 inh | TrxR1 inh | D2 antag
16 | Cc1ccc(S(=O)(=O)n2nc(C)c(S(=O)(=O)N3CCC(C)CC3)c2C)cc1 | 0.3 | 9% | -7% | 19%[57.1 µM] | nt
17 | Cc1ccc(N2CC(C)Cn3c2nc2c3c(=O)n(CC(=O)O)c(=O)n2C)cc1 (stereo unspecified) | 0.0 | -4% | -6% | -5% | nt
18 | O=C(O)C1(NS(=O)(=O)c2ccc(F)c(Cl)c2)CCCCC1 | 2.2 | 7% | 1% | 5% | -1
19 | Cc1csc(=O)n1CCC(=O)OCC(=O)Nc1ccc(Cl)cn1 | 0.4 | 11% | -3% | -14% | 26
20 | COc1ccc(CC2C(=O)Nc3ccc(Br)cc32)cc1OC (stereo unspecified) | 15 | 20% | -5% | 31% | nt
21 | CCOc1ccc2cc(S(=O)(=O)n3ccnc3C)ccc2c1 | -0.1 | 9% | -13% | -1% | -5
22 | O=C(NCc1ccccc1Cl)c1ccc2ccccc2n1 | 0.5 | 17% | 0% | 3% | -16
23 | CCOc1ccccc1N(C(=O)c1snc(C(N)=O)c1N)C(C(=O)NC1CCCC1)c1cccs1 (stereo unspecified) | 1.7 | ? | 12% | 15%[57.1 µM] | -1
24 | CSCc1ccc(C(=O)Nc2cc(C)cc(C)c2)cc1 | -1.5 | 8% | 1% | 7% | 30*
25 | COC(=O)C1=CN(c2ccc(F)cc2)C=C(C(=O)OC)C1c1ccc(O)cc1 | 0.0 | 3% | 4% | 38%[57.1 µM] | -2
26 | COc1ccccc1-c1sc2cc3c(cc2c1-c1ccc(OCCN2CCOCC2)cc1)OCO3 | nt | 0% | 9% | 60%[activator] | nt
27 | O=C(Nc1cccc(Cl)c1)N(CCCN1CCOCC1)Cc1ccccc1F | 0.5 | 1% | 0% | 30% | -9
28 | COC(=O)c1sccc1S(=O)(=O)NC(C)c1cnn(-c2ccc(OC)cc2)c1C (stereo unspecified) | 0.5 | 7% | 1% | 6% | nt
29 | COCCNC(=O)c1cccc(OC2CCN(Cc3cccc(SC)c3)CC2)c1 | 0.2 | 1% | 9% | 1%[57.1 µM] | -23
30 | C=CCOc1ccc(/C=C2\SC(=S)N(C(C(=O)O)c3ccccc3)C2=O)cc1 (stereo unspecified) | -0.9 | 3% | nt | 15% | 1

no. | USP1 inh | TRHR enhancer | TRHR agonist | TrxR1 substrate
16 | -18% | 2 | -0.1 | -2%[57.1 µM]
17 | -16% | -2 | 1.7 | -9%
18 | -4% | -2 | 0.7 | 0%
19 | -10% | -2 | -0.1 | -9%
20 | 6% | -4 | 0.1 | 3%
21 | -2% | 2 | 0.5 | -4%
22 | -15% | 0 | -0.8 | 4%
23 | -21% | -13 | -1.3 | 8%[57.1 µM]
24 | -16% | 2 | -0.5 | -3%
25 | -34% | -7 | -0.5 | 75%[activator]
26 | -7% | nt | nt | 39%[activator]
27 | -18% | -2 | -0.1 | 10%
28 | -6% | -1 | 0.4 | 0%
29 | 3% | 4 | 0.1 | 4%[57.1 µM]
30 | -21% | 0 | 0.0 | -5%

# Carrying on.
no. | canonical_smiles | D2 ag | IDH1 R132H inh | Pin1 inh | TrxR1 inh | D2 antag
31 | O=C(NC1CCCC1)C1CCCN(S(=O)(=O)c2cccc3cccnc23)C1 (stereo unspecified) | 0.6 | -2% | -1% | -3%[57.1 µM] | 6
32 | O=C(c1ccco1)N1CCN(S(=O)(=O)N2CCOCC2)CC1 | -0.7 | 5% | -4% | -7% | -7
33 | C=CC1=CCN(S(=O)C(C)(C)C)[C@@H]1CCO (stereo partly specified) | nt | 12% | 1% | 50µM* | nt
34 | Cc1ccc(NC(=O)C(=O)NCC(c2cccnc2)N2CCN(c3ccccc3F)CC2)cc1Cl (stereo unspecified) | 0.9 | -19% | 1% | 0% | nt
35 | COc1ccc(N2CC(C(=O)N/N=C/c3ccccc3)CC2=O)cc1 (stereo unspecified) | 0.5 | 7% | 0% | -3% | -6
36 | CC1CC(C)CN(c2ccc(-n3cnnn3)cc2[N+](=O)[O-])C1 (stereo unspecified) | -0.1 | 1% | 0% | 11% | -4
37 | CCOC(=O)c1[nH]c2ccc(Br)cc2c1NC(=O)CCN1CCOCC1 | -0.3 | -3% | 9% | 21% | 10
38 | Cc1ccc(-c2nnc(Nc3ccccc3)o2)cc1 | -0.4 | -1% | -6% | 16% | -2
39 | CCOc1ccc(CNC(=O)c2ccc(CSc3nc4ccncc4n3Cc3ccc(F)cc3)cc2)cc1 | 0.2 | -1% | 31%[activator] | 9% | nt
40 | O=C(NCCS(=O)(=O)N1CCN(Cc2ccccc2)CC1)c1ccccc1 | -0.2 | 4% | -1% | 8%[57.1 µM] | -7
41 | COC(=O)[C@@H]1CC[C@H](C)[C@@H](c2ccc(C)cc2)N1C(=O)c1ccc(/C=N/O[C@@H](C)CN2CCCCc3nc(C)c(C)cc32)cc1 | -0.1 | nt | nt | nt | -10
42 | CCOc1ccc(N(CC(=O)NC(C)(C)C)S(=O)(=O)c2c(C)noc2C)cc1 | 0.0 | 11% | -11% | 6% | -3
43 | Cn1nc(C(=O)N2CCN(c3ccc(F)cc3)CC2)c2c1-c1ccccc1SC2 | 2.0 | 16% | 4% | -2% | nt

no. | USP1 inh | TRHR enhancer | TRHR agonist | TrxR1 substrate
31 | -4% | 2 | -0.5 | -3%
32 | -16% | 14 | 0.7 | 4%
33 | -19% | nt | nt | 10%
34 | 2% | -10 | -0.4 | 1%
35 | -6% | 11 | 0.4 | -8%
36 | -15% | -8 | -0.9 | -3%
37 | -19% | -3 | 0.4 | 6%
38 | -1% | 4 | 0.3 | 9%
39 | -6% | 2 | 1.5 | -6%
40 | -20% | 3 | 0.1 | 3%[57.1 µM]
41 | nt | 1 | -0.5 | nt
42 | -18% | -14 | 0.4 | 1%
43 | 11% | -4 | 0.6 | -7%

# The list is partial, so the mix of outcomes need not match the whole.
